DRD3 agonist: agonists of human D3 dopamine receptor | P35462 | D3R DiscoveRx beta-arrestin cells, luminescence, 90 min | max activation, % | 0.58% of 410,000 active | AID 652048; in the data active means max activation above about 30%; further: 0% is about no effect; mostly tested at two doses, the higher about 12 µM
Target sequence (P35462 whole entry, looked up): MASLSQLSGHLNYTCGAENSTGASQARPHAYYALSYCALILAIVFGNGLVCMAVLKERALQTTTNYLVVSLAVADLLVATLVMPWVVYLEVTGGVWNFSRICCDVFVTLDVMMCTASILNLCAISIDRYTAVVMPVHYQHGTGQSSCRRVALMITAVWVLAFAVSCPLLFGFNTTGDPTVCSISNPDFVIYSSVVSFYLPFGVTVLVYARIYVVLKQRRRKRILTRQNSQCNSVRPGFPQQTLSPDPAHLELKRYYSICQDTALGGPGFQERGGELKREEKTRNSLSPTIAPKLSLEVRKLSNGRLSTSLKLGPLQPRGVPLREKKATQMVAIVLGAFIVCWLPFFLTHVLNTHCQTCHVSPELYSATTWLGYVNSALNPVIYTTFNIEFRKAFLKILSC
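Cells at 1500/well, incubated overnight, then treated with pinned compounds (dopamine as control) for 90 min at 37 degrees C. DiscoveRx reagent added for 30 - 60 minutes at room temperature; luminescence read.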
HEK293 tox: cytotoxicity counter-screen for GLP-1 receptor inverse agonists. Potency, µM (series often up to 38.3 µM), for inactives: top-dose activity change, negative = inhibition, actives largely listed as inhibitors. 0.13% of 410,000 active. HEK293 cAMP-luciferase reporter cells, luminescence, 24 h. AID 624418;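 further: loss of luciferase light is scored as toxicity; potency means the concentration at half of the fitted maximal effect; on the % scale 0 is the no-effect control and ±100 the full control effect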
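Here, cytotoxicity is scored as loss of luminescence. The MLSMR collection was tested on cells seeded in medium containing 10% Nu serum, with a 24 hr compound exposure preceded by 12 hours of culture.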
KB-3-1 tox: kills parental KB-3-1 adenocarcinoma cells | AID 1347075 | 1.4% of 400,000 active | KB-3-1 viability, CellTiter-Glo ATP luminescence, 72 h | Potency, µM (doses to about 46.1 µM), for the others: at the highest dose activity change, negative = cytotoxic, most hits filed as cytotoxic; further: potency means the concentration at half of the fitted maximal effect; on the % scale 0 is the no-effect control and ±100 the full control effect; nearly all actives have a fitted effect of over 60% in size
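Cytotoxicity in the drug-sensitive parental line KB-3-1 was scored as loss of CellTiter-Glo luminescence following 72 h incubation with compound. Values come from curve fitting of normalized concentration-response data.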
HT1080 IDH1KD tx: HT-1080 IDH1 knockdown cell toxicity (counter line) | HT-1080 IDH1 knockdown viability, ATP luminescence, 48 h | Potency, µM (top dose mostly 46.1 µM), for inactives: at the top dose activity, negative = toxicity, hits mostly cytotoxic | 2% of 360,000 active;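 further: potency means the concentration at half of the fitted maximal effect; 0% = DMSO wells and -100% = cell-free medium wells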
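Luminescent ATP read-out (CellTiter-Glo, 10 min at room temperature) after 48 h compound exposure at 37 °C gave viability of IDH1-knockdown HT-1080 cells. Activity was normalised to DMSO and cell-free wells, then fitted as concentration-response curves.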
HT1080-NT tox: kills 2HG-producing HT-1080-NT fibrosarcoma cells. HT-1080-NT fibrosarcoma viability, CellTiter-Glo ATP luminescence, 48 h. Potency, µM (series often up to 46.1 µM), for inactives: top-dose activity, negative = less viability, actives largely listed as cytotoxic. 1.6% of 360,000 active. AID 686970;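 further: NT is the 2HG producing partner of a matched IDH1 knockdown line; potency means the concentration at half of the fitted maximal effect; 0% = DMSO-treated cells and -100% = media-only wells without cells; nearly all actives have a fitted effect of over 55% in size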
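A 48-hour cytotoxicity screen used HT-1080-NT cells plated 2 hours before compound delivery. ATP-based CellTiter-Glo luminescence measured viability, normalized to DMSO and no-cell controls.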
KB-V1 MDR tox: KB-V1 MDR subline cytotoxicity | KB-V1 MDR cells viability, CellTiter-Glo, 72 h | Potency, µM (series often up to 46.1 µM), for inactives: top-dose activity change, negative = cytotoxicity, actives largely listed as cytotoxic | 3.4% of 400,000 active | AID 1347076; further: potency means the concentration at half of the fitted maximal effect; on the % scale 0 is the no-effect control and ±100 the full control effect; nearly all actives have a fitted effect of over 60% in size
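KB-V1 cells (P-gp-expressing MDR subline of KB-3-1) in phenol-red-free DMEM with 10% FBS were exposed to library compounds over a concentration series for 72 h at 37 degrees C. Viability read by CellTiter-Glo luminescence; concentration-effect curves fitted after normalization.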
MCF10A rereplic: induces DNA re-replication in MCF 10a normal breast cells; MCF 10A DNA re-replication, Hoechst nuclear intensity, 48 h; Potency, µM (highest dose often 46.1 µM), inactives show top-dose activity, positive = re-replication, usual class: activators; 2.9% of 350,000 active; AID 624296; further: potency means the concentration at half of the fitted maximal effect; % of control where 0% means no effect; nearly all actives have a fitted effect of over 50% in size
SW480 rerep: inducers of DNA re-replication in SW480 colon cancer cells. AID 624297. SW480 DNA re-replication, Hoechst DNA content imaging, 48 h. Potency, µM (top dose mostly 46.1 µM), without a hit: at the top dose re-replication activation, usual class: activators. 1.8% of 340,000 active; further: potency means the concentration at half of the fitted maximal effect; % of control where 0% means no effect; nearly all actives have a fitted effect of over 55% in size
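Treated cells incubate 48 hr (37 C, 5% CO2), are stained 40 min with Hoechst, and nuclear fluorescence is enumerated; a rise in nuclei with high DNA signal marks re-replication.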
IL-1B inflam inh: blocks inflammasome-driven IL-1 beta release; 4.7% of 360,000 active; THP-1 LPS/ATP IL-1B secretion, AlphaLISA, 16 h; hits give low values; activity change, % at 57.5 µM; in the data active means activity change below about -50%; inconclusive means mostly about -30% to -49%; further: on the % scale 0 is the no-effect control and ±100 the full control effect
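Secreted IL-1B measured by AlphaLISA bead assay after 16 h compound exposure of THP-1 cells; compounds (final up to 57.5 uM) added 1 h before LPS (250 ng/mL) and ATP (1.25 mM) stimulation; lower signal means less secretion.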
Active calls of the source: *; i = inactive; u = inconclusive; x = no result given; [ ] = dose if it differs, or a comment. Unless noted, the call rests on the fitted dose curve; in most records, active means well fitted curve in the direction sought with a large enough effect; inconclusive means small, poorly fitted or top-dose-only effect, or another doubt; inactive means no such curve, though single readings can be large; an effect the other way counts as inactive or inconclusive. The order is random (roughly 11% active in at least one column).

SMILES,DRD3 agonist,HEK293 tox,KB-3-1 tox,HT1080 IDH1KD tx,HT1080-NT tox,KB-V1 MDR tox,MCF10A rereplic,SW480 rerep,IL-1B inflam inh
CC1CCCC(NC(=O)CCN2C(=O)COc3ccccc32)C1C (stereo unspecified),-2,3%,-17%,6%,6%,6%,x,x,-6
COc1ccc(Cc2nnc(N)s2)cc1OC,2,-22%,6%,4%,3%,0%,-1%,-9%,1
CC(C)C1(C(C)C)OC(=O)c2ccccc21,11,13%,6%,8%,16%,-11%,10%,-3%,8
COCc1cc(=O)[nH]c(/N=C(\N)Nc2ccc(Oc3ccccc3)cc2)n1,-2,9%,-21%,3%,-15%,18µM*,1%,-4%,32
COc1cnn(-c2ccc(C)cc2)c(=O)c1Br,2,-16%,-2%,21%,15%,-8%,-7%,2%,-4
COc1ccc(OC)c(NC(=O)CCCN2C(=S)NC(C)(C)CC2C)c1 (stereo unspecified),2,8%,8%,-7%,-4%,u,5%,1%,2
Cc1ccnc2nc(C(=O)OC(C)C(=O)NCc3ccccc3)nn12 (stereo unspecified),5,-3%,8%,8%,18%,-2%,6%,7%,13
O=C(Nc1ccc2nc3n(c(=O)c2c1)CCCCC3)c1cccc(C(F)(F)F)c1,-2,0%,u,x,x,u,x,x,x
Cc1cc(C)nc(NC(=NCCc2c[nH]c3ccccc23)NC(=O)Nc2ccc(Cl)c(Cl)c2)n1,2,-2%,u,-22%,-4%,-4%,u,2%,2
O=C(Nc1cccc(-c2cn3c(n2)SCC3)c1)c1ccc2c(c1)OCO2,3,-2%[0.307 µM],u,2%,4%,-1%,-2%,4%,8
CCCNC(=O)C(Cc1ccc(I)cc1)NC(=O)c1ccc2ccccc2n1 (stereo unspecified),-10,18%,-29%,-4%,-5%,-21%,u,-2%,-1
CCOc1ccc(NS(=O)(=O)c2ccc3[nH]c4c(c3c2)CCCC4)cc1,7,-13%,-6%,x,x,-8%,x,x,x
CC[N+](CC)(CC=C(C)C)CC(=O)OC,-11,-3%,18%,0%,-2%,u,9%,-7%,0
Cc1cc(C)c(NC(=O)c2ccc[n+](Cc3ccc([N+](=O)[O-])cc3)c2)c(C)c1,-7,-1%,2%,-13%,-14%,7%,1%,1%,-9
c1ccc(-c2nnc3nc(N4CCCCC4)nc(N4CCCCC4)n23)cc1,5,-1%,u,9%,20%,18µM*,4%,2%,-10
COc1ccc2oc3c(ccc[n+]3C)c(=O)c2c1,1,-12%,0%,6%,19%,-5%,x,x,13
O=c1cc(N2CCc3ccccc3C2)[nH]c(=O)n1C1CCCCC1,-4,8%,12%,5%,11%,0%,u,-1%,-23
NC(=O)CCCn1c(C(=O)c2ccc(Cl)cc2)c2ccc(C(F)(F)F)cc2[n+]1[O-],-2,-3%,u,0%,u,26%,-1%,-10%,-1
C=CCn1c(-c2ccccc2[N+](=O)[O-])n[nH]c1=S,9,-4%,3%,5%,9%,23%,4%,5%,7
CSc1cccc(NC(=O)C2CCCN(S(=O)(=O)c3ccc4c(c3)CCCN4C(C)=O)C2)c1 (stereo unspecified),-8,0%,-26%,x,x,u,x,x,x
C=CCSc1nc2nc(C)cc(C)n2n1,-2,-1%,-2%,3%,-20%,-8%,18%,-2%,-8
O=C(CC1SC(=Nc2ccccc2)N(Cc2ccccn2)C1=O)Nc1ccc(Br)cc1 (stereo unspecified),2,-3%[1.53 µM],-5%,-19%,-4%,u,23µM*,16µM*,u
CN(C)c1ccc(C=NCCC2(c3ccccc3)CCOC(C)(C)C2)cc1 (stereo unspecified),7,0%,20%,0%,-8%,10%,7%,-3%,-3
CNc1cc(-c2cccc(C(=O)N3CCOCC3)c2)ncn1,-4,7%,0%,19%,24%,1%,x,x,-1
CCCOc1ccc(N2C(=O)CC(N(CCc3ccc(OC)c(OC)c3)C(=O)c3ccccc3)C2=O)cc1 (stereo unspecified),3,-8%,-9%,6%,-1%,-19%,-1%,-9%,21
CSc1nc(N)c(C(=O)Nc2ccc([N+](=O)[O-])cc2)s1,0,1%,0%,21%,12%,-4%,1%,-2%,-75*
CCn1c(SCC(=O)NC2CCCCC2)nc2c(c1=O)SC(C)C2 (stereo unspecified),-6,5%,1%,4%,-5%,2.3µM*,0%,-2%,5
CCCCCOC(=O)Cn1c(=O)oc2ccccc21,3,2%,-17%,4%,10%,10%,4%,-2%,4
COc1ccc(OC)c(-n2nnc3c(sc4nc(C)c(Br)c(C)c43)c2=O)c1,5,14%,-7%,x,x,1%,x,x,x
O=C(Nc1ccc2c(c1)OCO2)c1c[nH]c(=O)n(-c2ccc(F)cc2)c1=O,13,14%,-2%,8%,3%,-2%,2%,0%,-14
CC(C)N=C1NN=C(c2cccs2)C(CC(=O)O)S1 (stereo unspecified),6,-17%,12%,-12%,18%,32%,u,-47%,19
Cc1[nH]n(-c2ccccc2)c(=O)c1C(C[N+](=O)[O-])c1ccc(F)cc1 (stereo unspecified),1,-16%,-4%,7%,0%,-1%,u,-136%[inhibitor],-12
COc1ccc(NC(=O)N(C)C[C@H]2Oc3cc(Br)ccc3S(=O)(=O)N([C@H](C)CO)C[C@@H]2C)cc1,-11,-2%,-4%,-7%,-15%,-33%,x,x,11
O=C(NC1CCCCC1)C(c1ccncc1)N(C(=O)Cc1cccs1)c1ccccc1 (stereo unspecified),-9,-3%,-9%,0%,7%,-18%,5%,3%,0
COc1ccc(-c2cc(C(=O)N3CCN(C(c4ccccc4)c4ccccc4)CC3)no2)cc1OC,9,6%,-6%,-16%,8%,-9%,10µM*,-1%,-2
CCN1CCc2c(C#N)c(N3CCOCC3)nc(NCCO)c2C1,-6,x,-16%,3%,-2%,-5%,-39%[inhibitor],u,7
O=C(Nc1ccccc1N1CCCCC1)C1CCN(S(=O)(=O)c2cccc(C(F)(F)F)c2)CC1,4,-6%,u,-2%,3%,-17%,2%,4%,5
CC(=O)Nc1ccc(S(=O)(=O)Oc2cccc(N3C(=O)C4CC=CCC4C3=O)c2)cc1 (stereo unspecified),3,-10%,11%,-1%,4%,-2%,12%,-3%,51
CCC(CO)Nc1ncc([N+](=O)[O-])cc1C#N (stereo unspecified),-10,-1%,0%,10%,1%,-18%,-30%,-40%[inhibitor],0
O=C(CN1CCN(C(=O)c2ccco2)CC1)Nc1cc(S(=O)(=O)N2CCCC2)ccc1Cl,-3,5%,5%,-8%,-3%,u,x,x,-16
N#CCCn1c(C2CCCCC2)nc2ccccc21,4,9%,5%,8%,9%,6%,5%,-1%,-1
CC(=O)c1cccc(NC(=O)c2ccc3c(c2)CCCC3)c1,-23,u,8%,-2%,-2%,u,-38%[inhibitor],-6%,u
O=S(=O)(c1cccc(S(=O)(=O)N2CCCC2)c1)c1cccc(S(=O)(=O)N2CCCC2)c1,4,2%,u,-1%,9%,u,18%,5%,-21
CSC1=NCCN1C(=O)c1ccc(C)cc1,-3,-3%[7.66 µM],-2%,13%,0%,-2%,-1%,-2%,1
CC(=O)c1cccc(N2C(=NC(=O)C(C)C)SC3CS(=O)(=O)CC32)c1 (stereo unspecified),-1,5%,-2%,-1%,1%,-2%,2%,-8%,-12
CCn1c(SCC(=O)Nc2ccc(N3CCOCC3)c(Cl)c2)nnc1-c1ccc(N)cc1,3,-2%,7%,-9%,2%,9%,2%,3%,7
O=C(NN1C(=O)c2ccccc2NC1c1ccccn1)c1ccc([N+](=O)[O-])cc1 (stereo unspecified),-5,22%,5%,-10%,-2%,-2%,1%,-1%,11
COC(=O)c1cccc(NC(=O)Cc2ccccc2[N+](=O)[O-])c1C,5,2%,3%,15%,3%,-2%,-2%,-4%,12
O=C(/C=C/c1ccc(F)cc1)OCC(=O)c1ccc[nH]1,-2,6%,-35%,0%,0%,4%,7%,-26%,0
CC(C)(C)OC(=O)NCCCCCNC(=O)c1nc[nH]c1C(=O)N1CCN(c2ccccc2)CC1,-54,0%,-2%,6%,-8%,u,3%,0%,-1
CN1CCN(c2nc(-c3ccccc3)c3cc(Cl)ccc3n2)CC1,-3,117%[activator],u,-24%,u,u,4µM*,7.9µM*,-25
Cc1nnc(SCC(=O)NC2CC2)n1CC1CCCO1 (stereo unspecified),5,-3%,-11%,5%,5%,-16%,-4%,i[1.84 µM],-1
CC(=O)Nc1ccc2nc(NC(=O)C(Cl)(Cl)Cl)sc2c1,11,0%,-7%,-2%,-2%,4%,-5%,0%,1
Cc1ccc(C)c(OCC(=O)Nc2cc(C(=O)O)cc(C(=O)O)c2)c1,3,13%,6%,5%,10%,11%,1%,-4%,24
CCc1cccc(CC)c1NC(=O)CO/N=C(\C)c1cccs1,-2,10%,-4%,-5%,-1%,-1%,0%,-1%,4

Some of the entries above in a different format.
COC(=O)c1cccc(NC(=O)Cc2ccccc2[N+](=O)[O-])c1C
  DRD3 agonist: 5; HEK293 tox: 2%; KB-3-1 tox: 3%; HT1080 IDH1KD tx: 15%; HT1080-NT tox: 3%; KB-V1 MDR tox: -2%; MCF10A rereplic: -2%; SW480 rerep: -4%; IL-1B inflam inh: 12

O=C(/C=C/c1ccc(F)cc1)OCC(=O)c1ccc[nH]1
  DRD3 agonist: -2; HEK293 tox: 6%; KB-3-1 tox: -35%; HT1080 IDH1KD tx: 0%; HT1080-NT tox: 0%; KB-V1 MDR tox: 4%; MCF10A rereplic: 7%; SW480 rerep: -26%; IL-1B inflam inh: 0
